ERa coact inh = ER-alpha (human) coactivator binding inhibition; P03372; TR-FRET ER-alpha LBD / SRC-1 peptide, estradiol-bound; inhibition, % at 25.6 µM; actives 1.7% (n = 86,000); AID 629; in the data active = inhibition above about 50%;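 also: 0% = receptor plus peptide control and 100% = peptide only without receptor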
ERa coact pot = ER-alpha (human) coactivator binding potentiation. TR-FRET ERalpha-LBD/SRC-Cy5 coactivator binding, 2 h; 100 = basal binding, no effect. coactivator binding (% of control), % at 25.6 µM. actives 1.3% (n = 86,000). P03372; in the data active = activity above about 200%;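 also: binding measured in presence of low estradiol as agonist stimulus; 0% = peptide alone without receptor and 100% = receptor with peptide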
FAK inh = FAK (human) kinase inhibition; inhibition, %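 (tested at 7 µM)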; biochemical FAK kinase activity assay; actives 0.84% (n = 97,000); AID 727; in the data active = inhibition above about 19%;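 also: 0% = DMSO and 100% = reference compound high control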
Target sequence (Q05397 whole entry, looked up): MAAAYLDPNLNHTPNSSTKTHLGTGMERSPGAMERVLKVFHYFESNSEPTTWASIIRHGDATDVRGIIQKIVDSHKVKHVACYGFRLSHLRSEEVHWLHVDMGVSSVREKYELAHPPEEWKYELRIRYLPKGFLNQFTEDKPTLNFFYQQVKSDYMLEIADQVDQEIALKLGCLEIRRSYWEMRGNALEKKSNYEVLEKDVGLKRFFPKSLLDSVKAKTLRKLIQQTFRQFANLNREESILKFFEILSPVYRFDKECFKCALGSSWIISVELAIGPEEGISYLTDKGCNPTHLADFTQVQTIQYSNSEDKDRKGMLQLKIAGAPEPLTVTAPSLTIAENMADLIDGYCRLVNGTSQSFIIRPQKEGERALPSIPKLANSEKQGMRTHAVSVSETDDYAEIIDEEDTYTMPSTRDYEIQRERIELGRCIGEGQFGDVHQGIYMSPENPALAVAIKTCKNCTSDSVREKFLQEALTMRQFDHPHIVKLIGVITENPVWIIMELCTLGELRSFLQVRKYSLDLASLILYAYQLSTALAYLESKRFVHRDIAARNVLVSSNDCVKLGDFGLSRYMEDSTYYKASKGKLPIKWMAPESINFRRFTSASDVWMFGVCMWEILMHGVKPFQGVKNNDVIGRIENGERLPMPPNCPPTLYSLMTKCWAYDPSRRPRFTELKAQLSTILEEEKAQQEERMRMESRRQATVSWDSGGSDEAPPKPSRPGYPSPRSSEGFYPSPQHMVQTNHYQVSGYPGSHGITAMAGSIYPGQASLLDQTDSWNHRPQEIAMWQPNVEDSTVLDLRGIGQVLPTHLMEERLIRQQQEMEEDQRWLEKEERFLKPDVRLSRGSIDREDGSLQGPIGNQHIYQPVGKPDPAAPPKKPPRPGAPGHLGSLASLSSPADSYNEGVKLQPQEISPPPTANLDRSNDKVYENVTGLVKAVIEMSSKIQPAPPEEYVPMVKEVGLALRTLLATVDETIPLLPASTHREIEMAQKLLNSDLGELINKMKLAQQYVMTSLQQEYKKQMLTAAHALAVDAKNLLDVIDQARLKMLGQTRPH
CD11b adhes inh = inhibitors of human CD11b/CD18 binding to fibrinogen; K562 CD11b/CD18 adhesion to fibrinogen, ATPlite luminescence; Mn2+ added to activate the integrin; inhibition, % at 10 µM; actives 0.54% (n = 93,000);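 active = primary inhibition of 50% or more at 10 µM, then 40% or more on retest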; also: some results filed as inactive read as strong as hits
ERb SRC1 inh = ER-beta (human) coactivator binding inhibition; Q92731; TR-FRET ER-beta LBD / SRC1-Cy5 peptide binding; receptor agonist-loaded with 1 µM estradiol; inhibition, % at 25.6 µM; actives 1.3% (n = 86,000); AID 633;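 active = compounds whose percent inhibition of the receptor-coactivator binding signal exceeds about 50% in the single-dose screen, limit read from the data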;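 also: 0% = receptor plus peptide wells without compound and 100% = peptide-only wells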
CD11b adhes enh = CD11b/CD18-fibrinogen binding enhancement | AID 1499 | K562 CD11b/CD18 adhesion to fibrinogen, ATPlite luminescence | actives 0.07% (n = 93,000) | activation, % at 10 µM | P05107+P11215;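 active = 10 µM primary screen giving 50% or more activity, confirmed by 40% or more on retest at that dose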; also: strong numbers were not always called active
PLK1 inh = blocks human PLK1 kinase activity | P53350 | recombinant PLK1 kinase, TR-FRET peptide phosphorylation | inhibition, % at 10 µM | actives 0.53% (n = 97,000);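 active = inhibition of 50% or more in the single-concentration screen; inactive = inhibition below 50%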;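 also: 0% = DMSO max control and 100% = H-89 dihydrochloride min control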
PLK1 PBD inh = inhibitors of human Plk1 polo box domain binding; Plk1 PBD phosphopeptide binding, fluorescence polarization; inhibition, %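 (tested at about 20 µM)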; AID 693; actives 0.13% (n = 97,000); P53350; in the data active = inhibition above about 34%, passing the limit was not always enough
HIV Rev-RRE inh = inhibitors of HIV-1 Rev-RRE RNA interaction; P05866; Rev peptide-RRE RNA binding, FRET; inhibition, % at 8 µM; actives 0.79% (n = 97,000); AID 704;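 active = inhibition above the screen-wide mean plus 3 SD, cut at about 35% in these data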;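 also: 0% = median DMSO wells and 100% = median Neomycin B control wells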
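Test system – labelled RRE RNA duplex and labelled Rev peptide · Reagent – labelled Rev peptide · Doses – one concentration, 8 µM nominal · Incubation – 5 + 15 min at 25 °C · Signal – FRET fluorescence readout · Read-out basis – % inhibition of FRET ratio versus controls · Control set – DMSO wells as 0% and neomycin B wells as 100% inhibition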
* = called active by the depositor; . = not tested or not shown; [ ] = remark or other dose.

SMILES	ERa coact inh	ERa coact pot	FAK inh	CD11b adhes inh	ERb SRC1 inh	CD11b adhes enh	PLK1 inh	PLK1 PBD inh	HIV Rev-RRE inh
Cc1ccc(C(=O)NNC(=O)CSc2nnc3c(n2)[nH]c2ccc(F)cc23)cc1	.	.	69*	.	.	.	-12	-8	-39
CCOc1ccc(NC(=O)CSCc2cnn(-c3ccccc3)c2-n2cccc2)cc1	10	102	0	17	-10	7	-7	-20	12
Cc1nc2ccc(S(=O)(=O)NC(CC(C)C)C(=O)O)cc2s1 (stereo not drawn)	-1[fluorescence artefact?]	113	-6	0	0[fluorescence artefact?]	2	-10	18	6
O=c1[nH]nc(Cc2ccc(-c3cccc(Cl)c3)o2)c2ccccc12	.	.	-3	2	.	7	-7	17	8
Cc1nc2sc(C(c3cccc(F)c3)N3CCN(C(=O)c4ccco4)CC3)c(O)n2n1 (stereo not drawn)	-2	116	-1	.	6[fluorescence artefact?]	.	-15	-11	0
CCn1c(CNC(=O)C(C)(C)C)nc2ccccc21	9[fluorescence artefact?]	96[fluorescence artefact?]	3	-12	-6	-1	-8	-2	4
Cc1ccsc1-c1nc(CSCC(=O)NCCN2CCCC2)c(C)o1	-10	114	11	-1	-11	-6	-5	3	-1
CC12CCC(c3c(CO)nn(-c4ccccc4)c31)C2(C)C (stereo not drawn)	-3	111	-3	-23	-6	-3	-3	-6	7
O=C(O)CCC(=O)Nc1ccccc1C(=O)NCc1ccco1	-4	113[fluorescence artefact?]	-1	.	-3	.	-12	11	5
O=C(Cn1c(=S)nc2ccccn21)N1CCc2ccccc2C1	-17	91	-1	5	-6	0	-14	2	6
Cc1ccc(C)c(Cn2nnc3c(=O)[nH]c(C(=O)NCC4CCCO4)nc32)c1 (stereo not drawn)	-6	115	-1	.	-6	.	-6	9	-1
COc1ccc(C2c3c(oc4ccccc4c3=O)C(=O)N2c2ccc(C)cn2)cc1OC (stereo not drawn)	2	110	8	5	-3[fluorescence artefact?]	-2	-20	-11	7
CCn1cc(C(=O)N=c2sc3ccccc3n2C)c(=O)c2ccc(C)nc21	25	250*	-7	.	7[fluorescence artefact?]	.	0	28	3
COc1ccc(-c2ccc(SCC(=O)Nc3cc(C)on3)nn2)cc1OC	1	105	2	1	3	0	-1	-1	-1
N#Cc1ccccc1NC(=O)Nc1ccc(Cl)cc1	2[fluorescence artefact?]	98	12	.	33[fluorescence artefact?]	.	-4	16	13
CCCCCNC(=O)C1CC=CCC1C(=O)O (stereo not drawn)	-2	273*[fluorescence artefact?]	0	.	-2	.	-1	29	4
Cc1cc(C)c(C#N)c(SCc2ccc3c(c2)OCO3)n1	-2	102	1	14	0	13	-6	-6	11
COc1ccccc1Cn1c(CCCO)nc2ccccc21	-2	107	-2	23	-5	0	0	-3	3
Cc1ccc(NC(=O)CCSc2nc(C)cc(C)n2)cc1	.	.	-3	-5	.	-1	5	-12	6
Cc1c(C)n(C(=O)CN2CCN(c3ccccn3)CC2)c2ccccc12	-71	106	0	9	-5	3	5	-1	-3
COc1cc(N=c2ssnc2Cl)c(OC)cc1Cl	1[fluorescence artefact?]	47[fluorescence artefact?]	-2	26	3	-4	-7	21	2
O=C(Nc1ccc(Cl)cc1)OCc1cn(-c2ccc(Cl)cc2)nn1	.	.	9	-13	.	-4	-3	-2	7
CC(C)c1nc(=S)c2ccccc2[nH]1	-2	93	3	0	1	0	-12	-19	5
O=C(NCCc1ccc(Cl)cc1)C1CCC(=O)N1C1CCCC1 (stereo not drawn)	2	87	5	.	-4	.	-5	-22	6
CCCN(CCC)CCCNC(=O)C1c2cc(OC)c(OC)cc2C(=O)N(C)C1c1cccs1 (stereo not drawn)	-9	107	-1	-43	-9[fluorescence artefact?]	1	7	-17	4
Cc1c(C(=O)Nc2ccncc2)sc2nc(-c3ccccc3)cn12	14[fluorescence artefact?]	214*[fluorescence artefact?]	.	-45	-4[fluorescence artefact?]	14	.	.	.
COc1ccccc1C(=O)N1CCCN(C(=O)c2ccccc2OC)CC1	4[fluorescence artefact?]	105	-2	-7	10	0	-6	6	-1
O=C(c1c(F)cccc1F)N(Cc1ccccn1)C1CC1	1	104	0	-8	1	4	-20	-3	10
COc1ccccc1CNC(=O)C(CCSC)NS(=O)(=O)c1ccc2c(c1)oc(=O)n2C (stereo not drawn)	-16	137	1	-9	-3	-5	-5	-26	6
Cc1ccc(/C=N/NC(=O)c2csc3c2CCCC3)cc1	.	.	-5	19	.	-2	5	19	7

Arranged by length of the SMILES (descending): 4 of the compounds above
SMILES	ERa coact inh	ERa coact pot	FAK inh	CD11b adhes inh	ERb SRC1 inh	CD11b adhes enh	PLK1 inh	PLK1 PBD inh	HIV Rev-RRE inh
O=C(Nc1ccc(Cl)cc1)OCc1cn(-c2ccc(Cl)cc2)nn1	.	.	9	-13	.	-4	-3	-2	7
Cc1ccsc1-c1nc(CSCC(=O)NCCN2CCCC2)c(C)o1	-10	114	11	-1	-11	-6	-5	3	-1
O=C(c1c(F)cccc1F)N(Cc1ccccn1)C1CC1	1	104	0	-8	1	4	-20	-3	10
CCn1c(CNC(=O)C(C)(C)C)nc2ccccc21	9[fluorescence artefact?]	96[fluorescence artefact?]	3	-12	-6	-1	-8	-2	4

Next section:
SMILES	ERa coact inh	ERa coact pot	FAK inh	CD11b adhes inh	ERb SRC1 inh	CD11b adhes enh	PLK1 inh	PLK1 PBD inh	HIV Rev-RRE inh
CCOc1ccc(C/C(N)=N/n2cnnc2)cc1	0	109	0	8	38	-4	-8	-14	9
Cc1cc(NC(=O)c2ccco2)ncc1NC(=O)Cc1ccccc1	-11	101	.	-1	-6	-6	.	.	.
CCN1CCn2c1nc(N1CCCCC1)nc2=O	4	116	-1	-32	0	7	-4	26	2
O=C(CCCN1C(=O)c2ccccc2C1=O)Nc1sc2c(c1C(=O)NCc1ccco1)CCC2	11	116	7	-4	10	58	31	-10	0
N#CCC(CNc1ncc(C(F)(F)F)cc1Cl)OC(=O)c1cccc([N+](=O)[O-])c1 (stereo not drawn)	.	.	-4	-27	.	0	-6	32	19
Cc1ccc(Cn2c(SCCN3CCCCC3)nc3c2c(=O)[nH]c(=O)n3C)cc1	11	94[fluorescence artefact?]	1	-12	-14	1	-12	-21	10
COc1ccc(NC(=O)c2c(Nc3ccccc3)sc(C(=O)c3ccc(F)cc3)c2N)cc1	.	.	2	98	.	-9	-18	-13	0
COc1cc2c(cc1OC)C(C(=O)N1CCCCC1)C(c1ccccc1F)N(C)C2=O (stereo not drawn)	-1[fluorescence artefact?]	103	.	-1	-1[fluorescence artefact?]	-3	.	.	.
CCOc1ccc(NC(=O)Cn2c(=O)oc3ccccc32)cc1	-6	122[fluorescence artefact?]	-1	4	-5	-6	1	17	1
O=C(NCCc1ccc(O)cc1)c1ccc(Cl)cc1	3	89	-6	.	-1	.	2	0	6
CCOC(=O)C(Sc1nn(C)c(=S)s1)C(C)=O (stereo not drawn)	0	109	2	-13	-12	2	4	-14	4
O=C(c1cccc(Cl)c1)c1nn(-c2ccccc2)c(=O)cc1C(F)(F)F	.	.	1	.	.	.	-4	-30	15
Clc1ccc(-c2nnc(-c3ccc(Br)cc3)c(N3CCSCC3)n2)cc1	.	.	-3	6	.	6	-8	-13	6
CC1CCCCN1C(=O)Cn1c(=O)n(C2CCCCC2)c(=O)c2ccccc21 (stereo not drawn)	-4	135	3	1	3[fluorescence artefact?]	2	-9	2	12
N#Cc1cccc(CSc2nnc(CCCO)n2-c2ccccc2)c1	-1	118	3	-15	-9	6	-18	22	-1
Cc1cc(C(=O)NCC(C)C)c2ccccc2n1	.	.	0	-1	.	-5	-15	-5	4
Cc1cc(O)c(C(=O)c2ccccc2C(=O)O)cc1C	-5[fluorescence artefact?]	117	1	-3	-3	-7	-12	20	2
CCC(C(=O)Nc1ccccc1-c1ccccc1)c1ccccc1 (stereo not drawn)	.	.	4	-4	.	-1	-6	16	10
CCOC(=O)C(=O)Nc1ccc(F)cc1	2	98	-3	-26	5	-1	-2	-8	11
CC(OC(=O)Cn1c(C(F)(F)F)nc2ccccc21)C(N)=O (stereo not drawn)	-7	102	-4	.	0	.	-7	-28	8
Fc1cccc(-c2cc3nc4c(c(N5CCOCC5)n3n2)CCCC4)c1	-6	94	.	-13	-9	1	.	.	.
CC(=O)c1c(C(C)=O)c(C)n(-c2ccc(O)cc2)c1C	-10	120[fluorescence artefact?]	3	5	-6	0	-19	-3	2
CC(C)=CCCC1=CCC(/C(C)=N/NC(N)=O)CC1 (stereo not drawn)	.	.	2	-9	.	2	-7	1	-3
CN1CCN(S(=O)(=O)c2ccc(N(C)Cc3cccs3)nc2)CC1	-5	114	0	12	1	-1	-14	7	0
COc1cccc(CN2CCN(c3cccc(C(F)(F)F)c3)CC2)c1OC	.	.	-4	.	.	.	-8	-3	16
O=C(NCc1ccccc1)c1cnc2n(c1=O)CCS2	-3	116	1	.	-5	.	4	16	6
COc1ccc(Nc2nnc(SCC(=O)N3CCCC3)s2)cc1	5	104	1	-8	-3	-1	-6	6	1
Cc1sc(NC(=O)CCl)c(C(=O)c2ccccc2)c1C	.	.	0	-9	.	3	-2	-15	-3
CCOC(=O)/C(C#N)=C1/C=CN(c2ccccc2)C=N1	36[fluorescence artefact?]	79[fluorescence artefact?]	.	-5	45[fluorescence artefact?]	-3	.	.	.
CCc1nnc(SCC(=O)Nc2ccc3c(c2)OCO3)o1	-8	97	-2	7	4	-3	12	12	13

Following part
SMILES	ERa coact inh	ERa coact pot	FAK inh	CD11b adhes inh	ERb SRC1 inh	CD11b adhes enh	PLK1 inh	PLK1 PBD inh	HIV Rev-RRE inh
COc1cc(S(=O)(=O)N2CCOCC2)ccc1NC(=O)COC(=O)CC12CC3CC(CC(C3)C1)C2	.	.	2	7	.	1	0	-10	2
CCc1nnc(NC(=O)CSc2ncnc3c2cnn3-c2ccc(OC)cc2)s1	.	.	-3	5	.	34	-13	0	2
O=C(NCCCN1CCOCC1)c1ccccc1-c1ccccc1	-1	118	-3	4	-2	0	32	-3	1
CN(C)S(=O)(=O)c1cccc(C(=O)OCC(=O)N2c3ccccc3NC(=O)C2(C)C)c1	3	105	-1	0	4	-1	-3	-7	0
Cc1cc(C2C(C#N)=C(N)SC(N)=C2C#N)c(C)s1	6	92	1	-5	6	6	24	-54	83*[fluorescence artefact?]
COc1cc(CNCCN2CCOCC2)ccc1OCc1cccc(Cl)c1	.	.	-2	2	.	-4	-5	2	4
O=[N+]([O-])c1ccc(N2CCN(S(=O)(=O)Cc3ccccc3)CC2)cc1N1CCOCC1	.	.	-5	8	.	-4	-6	27	0
CCCCCOc1ccc(C2NC(=O)NC2=O)cc1 (stereo not drawn)	-2	104	4	-1	-2	5	-3	4	13
C/C(=N\OC(=O)c1cccc(C)c1)c1sc(-c2ccccc2)nc1C	.	.	-3	.	.	.	-8	-7	5
CC(C)(CNC(=O)c1cc2ccccc2o1)N1CCOCC1	-4	124	-1	-6	-7	3	-9	-7	3
CC(C)Oc1ccc(CNC(=S)N/N=C/c2ccc([N+](=O)[O-])cc2)cc1	13	104	6	7	-1	-3	-8	29	2
Cc1cccc(N=C2NC(=O)CS2)c1	4[fluorescence artefact?]	124[fluorescence artefact?]	1	34	-6[fluorescence artefact?]	-5	-6	-13	3
CC(C)NC(=O)CSc1nnc(C2CC2)n1-c1ccccc1	3[fluorescence artefact?]	113	1	1	-8[fluorescence artefact?]	-2	-4	21	4
CCc1nnc(NC(=O)C2CCCN2S(=O)(=O)c2ccc(C)cc2)s1 (stereo not drawn)	-7	92	-6	-26	15	-2	-11	12	-4

Screens (PubChem BioAssay)
